mcGAS lum: cyclic GMP-AMP synthase inhibitors, mouse, primary biochemical chemiluminescence. recombinant cGAS, Kinase-Glo ATP depletion luminescence. inhibition, % at 12.5 µM. 0.15% of 160,000 active. Q8C6L5;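 note: 0% = negative control wells and 100% = reference inhibitor with no enzyme activity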
NPYLR7 agonist: agonists of mosquito NPYLR7 receptor, primary screen, cell-based, Aedes aegypti, calcium fluorescence, mosquito biting behavior; Aedes aegypti neuropeptide Y-like receptor 7 (NPYLR7); HEK293T NPYLR7/Galpha15, GCaMP6s calcium fluorescence; activation, % at 10 µM; 0.15% of 270,000 active; AID 1259423, 2018; in the data active = activation above about 40%;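 note: 0% = vehicle and 100% = reference agonist at the receptor; some compounds past the cut are filed as inactive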
hcGAS lum: Primary biochemical luminescence assay for human cyclic GMP-AMP synthase inhibitors; 0.081% of 290,000 active; inhibition, % at 12.5 µM; recombinant h-cGAS, ATP depletion, Kinase-Glo luminescence; AID 1259398, 2018;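 note: 0% = vehicle reaction and 100% = reaction without DNA for no activity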
Target sequence (Q8N884 whole entry, looked up): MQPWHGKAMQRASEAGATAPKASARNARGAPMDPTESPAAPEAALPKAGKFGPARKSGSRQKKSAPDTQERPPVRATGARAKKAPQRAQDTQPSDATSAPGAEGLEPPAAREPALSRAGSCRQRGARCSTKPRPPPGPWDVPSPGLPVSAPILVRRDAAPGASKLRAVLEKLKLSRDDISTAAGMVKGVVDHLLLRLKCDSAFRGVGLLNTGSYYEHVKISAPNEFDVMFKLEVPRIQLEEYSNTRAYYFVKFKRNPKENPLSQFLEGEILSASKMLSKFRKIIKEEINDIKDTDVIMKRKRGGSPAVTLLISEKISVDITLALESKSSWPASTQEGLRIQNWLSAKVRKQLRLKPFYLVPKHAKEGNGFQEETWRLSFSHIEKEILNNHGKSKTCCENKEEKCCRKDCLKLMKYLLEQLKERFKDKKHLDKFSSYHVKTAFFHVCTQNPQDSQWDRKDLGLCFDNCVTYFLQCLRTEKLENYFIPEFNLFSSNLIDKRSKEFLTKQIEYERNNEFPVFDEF
The depositor's hits bear a star; · = not tested or not shown; & = joins results of further samples. Cut-off read from the data, not from the text of the source, unless noted: active = inhibition above about 40%; inactive = the rest.

Sample of the layout:
Structure | hcGAS lum | mcGAS lum | NPYLR7 agonist
CCCn1ncc(C(=O)N2CCC3(CC2)c2ccccc2[C@@H](N)[C@@H]3O)c1C | -16 | · | -5
COCCN(Cc1c(-c2ccccc2)noc1N1CCN(C)CC1)C(=O)Nc1cccc(Cl)c1 | 0 | -5 | ·
C=C(C)Cn1c(=O)c2c(nc3n2CC(C)=NN3Cc2ccccc2F)n(C)c1=O | 5 | · | -15
COc1ccc(OC)c(NS(=O)(=O)c2cc([N+](=O)[O-])ccc2C)c1 | 1 | · | 4

Results, previewed entries included:
Structure | hcGAS lum | mcGAS lum | NPYLR7 agonist
CCCn1ncc(C(=O)N2CCC3(CC2)c2ccccc2[C@@H](N)[C@@H]3O)c1C | -16 | · | -5
COCCN(Cc1c(-c2ccccc2)noc1N1CCN(C)CC1)C(=O)Nc1cccc(Cl)c1 | 0 | -5 | ·
C=C(C)Cn1c(=O)c2c(nc3n2CC(C)=NN3Cc2ccccc2F)n(C)c1=O | 5 | · | -15
COc1ccc(OC)c(NS(=O)(=O)c2cc([N+](=O)[O-])ccc2C)c1 | 1 | · | 4
Cc1nc2ccccn2c1CC(=O)NCc1n[nH]c2c1CCC2 | -6 | -9 | 8
CC1CCC2[C@](C)(CO)[C@@H](O)CC[C@]2(C)[C@@]12CCC1(CCOC1)O2 (stereo partly specified) | -2 | -2 | 3
CCCC1CCC(c2ccc(-c3nc(-c4ccc(C)cc4)no3)cc2)CC1 (stereo unspecified) | 2 | 1 | 3
O=c1[nH]c2c(c(O)c1-c1ccccc1)c(=O)n(-c1ccccc1)c(=O)n2-c1ccccc1 | 3 | · | 0
NC1(CNC(=O)c2cc3ccccc3[nH]2)CCCCCC1 | -4 | · | 15
Clc1cnc(NCCNCc2ncc[nH]2)c(Cl)c1 | -7 | · | 7
COc1ccc(OC)c2sc(N(CCCN(C)C)C(=O)c3ccno3)nc12 | -2 | · | 0
Cc1[nH]cnc1CN(C)Cc1nc(CC(C)C)no1 | 4 | -4 | ·
Cc1cc(C(=O)NC(CC(=O)OCc2ccccc2)C(=O)OCc2ccccc2)cc(C)c1[N+](=O)[O-] (stereo unspecified) | -5 | · | -2
CNC(=O)COC(=O)c1ccoc1CN1c2ccccc2CC1C (stereo unspecified) | -8 | · | 13
O=C(Nc1cccc(C(F)(F)F)c1)Nc1ccc2nc([C@H]3C[C@H](O)[C@@H](CO)O3)[nH]c2c1 | -6 | -5 | 8
CC1=C(C(=O)N2CCC3(CCCN(Cc4ccc(F)c(F)c4)C3)C2)OCCO1 (stereo unspecified) | -8 | · | 6
O=C(c1ccc([N+](=O)[O-])cc1)N1CCCN(c2nc(Cc3ccc(F)cc3)ns2)CC1 | -4 | -6 | 13
CCOC(=O)C1(Cc2cccc(OC)c2)CCN(Cc2cnn(C(C)C)c2)CC1 | -1 | · | -2
COCCCN(CC(=O)N1CCc2sccc2C1c1ccc(Cl)cc1)C(=O)c1ccc2c(c1)OCO2 (stereo unspecified) | -8 | -4 | 16
Cn1ccnc1CN(CCO)Cc1ccc(-c2ccc(Cl)cc2F)o1 | 0 | · | -2
Cc1cc(C)cc(-n2ncc3c(=O)n(CC(=O)c4cc(C)[nH]c4C)cnc32)c1 | -12 | -7 | 4
COC(C)C(=O)Nc1cc(-c2ccccc2Br)[nH]n1 (stereo unspecified) | -5 | · | -8
CCn1c(C)c(C(=O)CN(C2CCCCC2)S(=O)(=O)c2cccc(C(F)(F)F)c2)c(C)c1C(=O)OC | -2 | -5 | 16
CCCCSc1nnc2c(n1)OC(c1ccc(Cl)cc1Cl)Nc1ccccc1-2 (stereo unspecified) | -2 | -4 | 10
COCc1nc2ccccc2c(C)c1C(=O)OCC(=O)N1CCNC1=O | 3 | · | 8

Some entries already given, reduced to NPYLR7 agonist and hcGAS lum.
Compound	NPYLR7 agonist	hcGAS lum
CCCn1ncc(C(=O)N2CCC3(CC2)c2ccccc2[C@@H](N)[C@@H]3O)c1C	-5	-16
COCc1nc2ccccc2c(C)c1C(=O)OCC(=O)N1CCNC1=O	8	3
Cc1cc(C(=O)NC(CC(=O)OCc2ccccc2)C(=O)OCc2ccccc2)cc(C)c1[N+](=O)[O-] (stereo unspecified)	-2	-5
CCOC(=O)C1(Cc2cccc(OC)c2)CCN(Cc2cnn(C(C)C)c2)CC1	-2	-1

The list continues:
Structure | hcGAS lum | mcGAS lum | NPYLR7 agonist
CSCCNC(=O)c1ccc(OC2CCN(S(=O)(=O)N(C)C)CC2)cc1 | -6 | -10 | 14
CCOC(=O)c1c(-c2ccc(C)cc2)csc1NC(=O)C1CC1 | -8 | -9 | -1
NC(=O)NC1CSCC1OC(=O)c1ccccc1 (stereo unspecified) | -5 | · | -13
CC(C)Cn1c(N)c(C(=O)COC(=O)c2ccc(Br)o2)c(=O)n(C)c1=O | 2 | · | -6
CCC(CCO)CNCc1cnc(C(C)(C)C)s1 (stereo unspecified) | -6 | · | -1
Cc1cc2nc(CNC(C)CCn3cccn3)[nH]c2cc1C (stereo unspecified) | 0 | · | 20
CC(=O)Nc1nc2ccc(N3C(=O)c4ccncc4C3=O)cc2s1 | -2 | -5 | -5
CC(=O)Nc1ccc(N=Nc2c(C)[nH]n(-c3ccc([N+](=O)[O-])cc3)c2=O)cc1 | -3 | -1 | -12
COc1ccc(C2=NN(C(C)=O)C(c3ccc([N+](=O)[O-])cc3)C2)cc1 (stereo unspecified) | -6 | -5 | -4
O=C(Cc1ccccc1)Nc1ncc(Cc2cccc(Cl)c2)s1 | 0 | -4 | -7
O=C(CC1Sc2ccc(C(F)(F)F)cc2NC1=O)Nc1ccc(O)cc1 (stereo unspecified) | -2 | 0 | -3
CCNC(=O)N1C[C@H](Oc2ccccn2)[C@H]2C[C@@H]1Cc1c2oc2ccccc12 | 4 | 0 | -11
Cc1ccc(-n2c(SCc3ccc(C(=O)N4CCOCC4)cc3)nnc2-c2ccco2)cc1 | 2 | -5 | 5
Cc1nsc2nc(-c3ccc(Cl)cc3Cl)oc(=O)c12 | -5 | · | 1
Cn1c(=O)c2c(nc3n2CC(c2ccc(F)cc2)=NN3CC(=O)c2ccc(F)cc2)n(C)c1=O | -4 | · | -1
O=C(CSc1nc(Cl)cc(N2CCN(c3ccccc3F)CC2)n1)Nc1ccccc1F | -3 | -4 | -2
CCN(CC)S(=O)(=O)c1cccc(-n2c(O)c(C=Nc3cccc(C)n3)c3ccccc3c2=O)c1 | -5 | -5 | -5
N#CC(=C(O)CSc1n[nH]c(N)n1)c1nc2ccccc2[nH]1 | -4 | · | -11
CCOc1cc(C2NS(=O)(=O)N=C3CCCN32)ccc1OCCOc1cccc(C)c1 (stereo unspecified) | -2 | · | 7
COc1ccc(-c2noc(CN3CCCC(OCc4ccccn4)C3)n2)cc1 (stereo unspecified) | -5&-7 | · | 12&4
Cc1n[nH]c(C)c1NC(=O)CN(C)C(=S)NC1CC2CCC1C2 (stereo unspecified) | -8 | · | 0
Cc1cc(NC(=O)NCc2ccc(CN3CCCN(C)CC3)cc2)no1 | -9 | · | -4
Cc1cnc(CN(C)C(=O)CC2c3ccccc3CCc3ccccc32)[nH]1 | -6 | · | 20
Cc1cc(C)c2sc(N(CCCn3ccnc3)C(=O)/C=C/c3cccs3)nc2c1 | -1 | -6 | -7
COCCN(Cc1nc2ccccc2o1)C(=O)Cc1ccc(OC)c(OC)c1 | -4 | -6 | -2

Remaining list, next part.
Structure | hcGAS lum | mcGAS lum | NPYLR7 agonist
CC(C)c1csc(C2CC(=O)Nc3cc(N4CCCC4=O)ccc32)n1 (stereo unspecified) | -7 | -8 | 6
O=C(c1cc2n(n1)CCN(Cc1cccc(C(F)(F)F)c1)C2=O)N1CCC(n2c(=O)[nH]c3ccccc32)CC1 | 7 | -3 | -7
O=C(COc1ccccc1)Nc1ccc(N2CCCC2=O)c(Cl)c1 | -2 | · | 7
COc1ccc(C(=O)N2CCN(C(C(=O)N(C)Cc3ccccc3)C3CCCC3)CC2)cc1 (stereo unspecified) | -2 | -4 | 6
CN(C)CCn1c2c(c(SCC(=O)Nc3ccc(C(F)(F)F)cc3)nc1=O)CCC2 | -1 | -1 | -4
C=CCn1c(SCc2nc(C(=O)OCC)cs2)nnc1-c1cccc(C)c1 | -5 | -6 | 28
CC(O)(C#CC(O)(c1ccc(F)cc1)c1ccc(F)cc1)C1CC1 (stereo unspecified) | -4 | -3 | 3
COCCN(C1CCCC1)S(=O)(=O)c1cc(C)ccc1C | -18 | · | -1
CCn1nc(CC(C)C)cc1C(=O)N1CCCC2(CC1)CN(C)C(=O)O2 (stereo unspecified) | -7 | -16 | 7
COc1c(F)ccc(C(=O)N(Cc2ccsc2)CC(C)C)c1F | -5 | -18 | 9
CC1CCN(Cc2nnc(C(C)(C)C)o2)CC1 | -8 | · | -3
Cc1cccn2c(=O)c3cc(C#N)c(=NC(=O)c4ccccc4F)n(C(C)C)c3nc12 | -3 | · | -3
COc1ccc(F)c(-c2ccc(N)nc2)c1 | -4 | -17 | 8
CC1=CC(C)C(CO)(CO)C(C)C1 (stereo unspecified) | 1 | · | -4
CCOCCC(=O)N1CCN(Cc2cccc(-c3noc(-c4ccccc4)n3)c2)CC1 | -7 | -6 | 0
O=C(c1ccc(S(=O)(=O)Nc2ccccc2)cc1)N1CCCCC1C1OCCO1 (stereo unspecified) | -5 | · | 12
Cn1cc(C(=O)N2CCN(CC(=O)NC3CCCC3)CC2)c2nn(-c3ccccc3)c(=O)c-2c1 | -11 | -8 | -6
O=C(NCC1CCCO1)c1cccnc1N1CCN(C(=O)Cc2cccs2)CC1 (stereo unspecified) | 0 | -5 | 0
CCN(CC)S(=O)(=O)N1CCOC(c2ccc(Cl)c(Cl)c2)C1 (stereo unspecified) | -2 | -12 | ·
CCOC(=O)CCCC(=O)N1CCC(n2c(=O)oc3cccc(C)c32)CC1 | -10 | -8 | 4
COCCn1c(N2CCCCC2)nc2c1c(=O)n(C)c(=O)n2C | -6 | · | 2
O=C(OCC(=O)N1CCNC1=O)c1cc2c(s1)CCCC2 | -3 | · | 8
Cc1ccccc1-c1nc(C(=O)N(CCN(C)C)CCN(C)C)cs1 | -8 | · | 8
O=C(Cn1cnc2c([nH]c3ccccc32)c1=O)N1CCN(c2ccc(Cl)cc2)CC1 | -7 | -8 | ·
CCn1nc(C(=O)NC2CCCC(C)C2C)c2ccccc2c1=O (stereo unspecified) | -7 | -6 | 6

Later entries
Structure | hcGAS lum | mcGAS lum | NPYLR7 agonist
CCN1CCN(S(=O)(=O)c2ccc(OC)c(N3CCN(C(=O)c4cc(OC)cc(OC)c4)CC3)c2)CC1 | -3 | -6 | 27
CN1CCC2(CCN(C(=O)c3ccc(-c4ncc[nH]4)s3)CC2)C1 | -4 | · | -4
COc1ccc(CNC(C)C(=O)Nc2ccc(C)cc2)c(F)c1F (stereo unspecified) | 5 | · | -2
CCOC(=O)CCC(=O)N1CCC(Cc2ccc(F)cc2)CC1 | -3 | -4 | 0
COc1ccc(Br)cc1C=C1SC(=S)N(CCN2CCOCC2)C1=O | 16 | · | 0
COc1ccc(C(CC(=O)NCCCN2CCOCC2)c2c[nH]c3ccccc23)cc1 (stereo unspecified) | -2 | -4 | 5
O=C1CCN(CC(=O)NCCc2ccc(Cl)cc2Cl)CC1 | 2 | -1 | 0
O=S(=O)(c1cc2c(cc1Br)OCCO2)N(C1CCCC1)C1CC1 | -8 | · | 11
Cc1ccccc1-n1c(-c2ccccc2F)n[nH]c1=S | -1 | · | 8
O=C(NCCCN1CCOCC1)c1ccc(-c2n[nH]c3c2CCCc2ccccc2-3)cc1 | -1 | -3 | 0
C=CCNC(=O)c1cc(N2CCN(c3cccc(C(F)(F)F)c3)CC2)nc2ccccc12 | 3 | -1 | -14
CCCn1c(=O)n(CCC(=O)Nc2ccc(F)c(F)c2F)c2ccccc21 | 1 | -12 | 4
CCOC(=O)c1c(C)nn(-c2ccc(C(=O)NC(C)(Cc3ccccc3)C(=O)OC)cc2)c1C (stereo unspecified) | -11 | -4 | -5
COc1ccc(NC(=O)c2csc(C)n2)cc1Cl | -18 | -10 | 0
c1csc(-c2nnn(-c3ncnc4sccc34)n2)c1 | -8 | · | 7
O=C(NCC1CCOCC1)c1cnc(N2CCN(Cc3ccccc3)C2=O)o1 | -9 | · | 0
CCN1CCN(C(c2ccc(C(C)C)cc2)C2Sc3nc(C)nn3C2=O)CC1 (stereo unspecified) | -8 | · | 2
CCn1c(=O)c(C(=O)NCC2CC2)nn(-c2ccc(C)c(Cl)c2)c1=O | -5 | -4 | ·
COc1ccc(-c2noc(CCC(=O)N3CCc4ccccc43)n2)cc1OC | 2 | -3 | -7
c1ccc(-n2nccc2-c2nccn2CC2COCCO2)cc1 (stereo unspecified) | 3 | · | 0
CC(NS(C)(=O)=O)c1ccc(C(C)(C)C)cc1 (stereo unspecified) | 2 | -3 | -8
CC(F)(F)C1(O)CC(c2ccccc2)=NN1C(=O)c1ccncc1 (stereo unspecified) | -7 | · | -1
COC(=O)c1ccc(C(=O)N2CCC(n3c(=O)oc4ccc(OC)cc43)CC2)cc1 | -2 | -7 | 34
CC1(C)CC(=O)C(C=NCC2CCN(C(=O)Cc3ccc(Cl)cc3)CC2)=C(O)C1 | -10 | · | 1
Cc1cc(OCc2nn[nH]n2)c2c(C)c(C)c(=O)oc2c1 | 0 | · | 2

Bioassay records: PubChem BioAssay, Fisher Drug Discovery Resource Center
